G6PDH CS: inhibits Leuconostoc G6PDH, flagging false hits in G6PDH-based assays; Purified L. mesenteroides G6PDH, diaphorase/resazurin coupled fluorescence, 45 min; inhibition, % at 5 µM; 200,000 tested, 0.12% active; AID 1020; in the data active means inhibition above about 50%
PMI act hi M6P: activators of human phosphomannose isomerase at near-saturating mannose 6-phosphate | P34949 | coupled PMI enzyme assay, resazurin fluorescence, 20 min; stronger effect = higher value; 1 = untreated enzyme, 0 = substrate-free blank | activation factor at 20 µM | 190,000 tested, 0.34% active | AID 1216;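 active means activation factor of 2 or more at 20 µM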
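Material: human phosphomannose isomerase with PGI, G6PDH, diaphorase coupling enzymes / Reagent: Man-6-P substrate 1.0 mM / Dosing: single compound dose of 20 µM, 1% DMSO final / Incubation: enzyme reaction with compound 20 min at room temperature / Signal: resorufin fluorescence (Ex 544/Em 590 nm) from resazurin via diaphorase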
FLuc act counter: firefly luciferase counter-screen for stimulation assays | P08659 | ATPlite luciferase biochemical, luminescence, 10 min; 0 = ATP-free wells, 1 = DMSO control | activation factor at 10 µM | 200,000 tested, under 10 active;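 active means luciferase activation factor, scaled between plate controls, of at least 2 with compound at 10 µM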
Target sequence (P08659 whole entry, looked up): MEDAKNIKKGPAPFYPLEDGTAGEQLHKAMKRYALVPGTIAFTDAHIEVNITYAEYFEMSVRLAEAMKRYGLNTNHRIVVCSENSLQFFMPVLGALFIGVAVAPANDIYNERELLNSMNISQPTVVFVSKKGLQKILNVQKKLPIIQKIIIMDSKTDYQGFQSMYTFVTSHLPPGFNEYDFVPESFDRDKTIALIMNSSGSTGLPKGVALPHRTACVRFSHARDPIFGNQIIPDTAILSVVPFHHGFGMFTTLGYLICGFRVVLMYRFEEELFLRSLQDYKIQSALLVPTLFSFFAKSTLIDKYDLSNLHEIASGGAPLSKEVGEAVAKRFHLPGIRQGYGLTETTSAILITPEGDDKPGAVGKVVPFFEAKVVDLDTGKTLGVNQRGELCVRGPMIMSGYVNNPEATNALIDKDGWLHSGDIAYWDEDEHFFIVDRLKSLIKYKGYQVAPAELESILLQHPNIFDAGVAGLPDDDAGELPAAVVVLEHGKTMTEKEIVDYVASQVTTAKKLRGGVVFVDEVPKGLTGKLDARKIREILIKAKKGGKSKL
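Assay system: Luciferase/luciferin reagent mix; Medium: PBS as buffer for the ATP substrate; Dosing: test compounds dosed from 2 mM stocks in 100% DMSO; Times: 10 min, room temperature; Signal: luminescence from luciferase reaction; Read-out: luciferase activation; Controls: No-ATP low control, compound-free enzyme-plus-ATP high control.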
PMI act: increases human mannose-6-phosphate isomerase activity. P34949. purified human PMI, coupled resazurin fluorescence, 20 min; stronger effect = higher value; 1 = vehicle control, 0 substrate-free wells. activation factor at 20 µM. 190,000 tested, 0.005% active;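 active means activation factor of 2 or more at 20 µM, relative to plate controls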
TNAP inh no acc: TNAP (human) inhibition, acceptor-free conditions; P05186; purified TNAP, CDP-star luminescence, 30 min; 200,000 tested, 0.26% active; AID 1012; inhibition, % at 20 µM;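 active means tissue-nonspecific alkaline phosphatase inhibition above about 50% at 20 µM in the single-dose screen, limit read from the data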;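 further: 0% = DMSO negative control and 100% = EDTA positive control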
Target sequence (P05186 whole entry, looked up): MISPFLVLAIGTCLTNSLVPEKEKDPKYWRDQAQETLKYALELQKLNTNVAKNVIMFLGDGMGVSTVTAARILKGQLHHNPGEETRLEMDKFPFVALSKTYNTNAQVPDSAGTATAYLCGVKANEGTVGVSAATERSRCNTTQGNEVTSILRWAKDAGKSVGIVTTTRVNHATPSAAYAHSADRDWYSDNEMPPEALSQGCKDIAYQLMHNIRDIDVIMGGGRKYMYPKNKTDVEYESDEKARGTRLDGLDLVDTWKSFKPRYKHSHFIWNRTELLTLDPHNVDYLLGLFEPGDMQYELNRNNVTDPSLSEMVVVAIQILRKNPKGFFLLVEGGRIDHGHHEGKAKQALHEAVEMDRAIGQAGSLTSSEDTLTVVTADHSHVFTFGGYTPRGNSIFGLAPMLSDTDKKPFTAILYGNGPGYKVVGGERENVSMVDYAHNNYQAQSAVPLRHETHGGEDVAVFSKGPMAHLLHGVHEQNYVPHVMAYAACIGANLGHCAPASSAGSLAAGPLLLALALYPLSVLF
HMGR II inh: blocks class II HMG-CoA reductase of Enterococcus faecalis; inhibition, % at 10 µM; 190,000 tested, 0.41% active; purified E. faecalis HMGR, NADPH absorbance 340 nm kinetic;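 active means inhibition above a set limit, the median over all tested compounds plus 3 SD, cut at about 9.5% in these data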;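 further: enzyme runs in reverse so mevalonate oxidation gives rising NADPH absorbance; 0% = complete reaction with DMSO and 100% = background rate lacking mevalonate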
Diaph act CS: activates diaphorase or chemically reduces, flagging diaphorase assay artifacts; Diaphorase/resazurin coupled assay, resorufin fluorescence, 16 min; stronger effect = higher value; 1 = vehicle wells, 0 = NADH-free wells; activation factor at 20 µM; 190,000 tested, 0.005% active; AID 1229;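 active means diaphorase activity raised at least twofold by the compound at 20 µM; inactive means activation factor below 2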
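Test system: Clostridium kluyveri diaphorase, purified enzyme. Buffer or medium: 50 mM HEPES pH 7.4 buffer plus MgCl2 and Tween 20. Also added: 0.114 mM NADH and 0.1 mM resazurin, final amounts. Dosing: compound 20 µM once, DMSO 1%. Schedule: 16 min enzyme reaction, ambient temperature. Detection: fluorescence of resorufin, 544 nm excitation, 590 nm emission.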
TNAP act hiacc: activators of human TNAP at high phosphate acceptor concentration; P05186; purified TNAP, CDP-star luminescence, 1 M DEA, 30 min; stronger effect = higher value; 0 = EDTA background, 1 = DMSO-only activity; activation factor at 20 µM; 200,000 tested, under 10 active;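 active means activation factor at least 2 at 20 µM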
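system = human TNAP | amount = enzyme diluted 1/800 final | reagent = 100 µM CDP-star substrate | signal = luminescent substrate turnover signal | dosing = one dose, 20 µM | benchmarks = EDTA negative control, DMSO positive control | measure = activation factor | timing = 30 min reaction, room temperature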
TNAP inh hiacc: blocks human TNAP under high phosphate acceptor concentration; P05186; purified TNAP, CDP-star luminescence, 1 M DEA; inhibition, % at 20 µM; 200,000 tested, 0.03% active; AID 1135;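 active means over 50% inhibition of tissue-nonspecific alkaline phosphatase at 20 µM in the single-dose screen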;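 further: plate controls were DMSO wells for no effect and EDTA-quenched wells as full inhibition for full effect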
Diaph inh CS: counter-screen for diaphorase-based assays: diaphorase inhibitors and chemical oxidizers; diaphorase resazurin-to-resorufin fluorescence, NADH, 16 min; bacterial (C. kluyveri) enzyme, not human; inhibition, % at 20 µM; 190,000 tested, 0.69% active; AID 1217;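 active means primary screen inhibition at 20 µM above a set limit, cut at about 50% in these data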;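 further: plate controls were DMSO with full reaction for no effect and wells lacking NADH for full effect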
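Detection: fluorescence of resorufin formed from resazurin, Ex 544/Em 590 nm; test system: Clostridium kluyveri diaphorase enzyme; amount: 0.14 U/mL diaphorase, enzyme working solution; times: 16-min room-temperature incubation before reading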
Numbers without * were called inactive.

`CC(C)C(CO)NC(=O)CC(=O)NC(CO)C(C)C` (stereo unspecified) gave G6PDH CS 5.0, PMI act hi M6P 1, FLuc act counter 1.1, PMI act 0.9, TNAP inh no acc -3.7, HMGR II inh -4.7, Diaph act CS 0.9, TNAP act hiacc 1, TNAP inh hiacc -0.4 and Diaph inh CS 10.8.
`O=C(Nc1nccs1)c1cc(-c2ccccc2)nc2ccccc12` gave G6PDH CS 2.8, PMI act hi M6P 1, FLuc act counter 1.1, PMI act 0.9, TNAP inh no acc -4.2, HMGR II inh 2.1, Diaph act CS 0.8, TNAP act hiacc 1.1, TNAP inh hiacc -6.3 and Diaph inh CS 21.1.
`CCn1ncc(Br)c1C(=O)Nc1nccs1` gave G6PDH CS -3.5, PMI act hi M6P 0.9, FLuc act counter 1.1, PMI act 0.9, TNAP inh no acc -24.3, HMGR II inh -4.5, Diaph act CS 0.8, TNAP act hiacc 1, TNAP inh hiacc -4.3 and Diaph inh CS 21.0.
For CCCNC(=O)Cn1c(=O)oc2ccccc21 the results were G6PDH CS 2.5, PMI act hi M6P 1, FLuc act counter 1, PMI act 1.2, TNAP inh no acc 15.6, HMGR II inh 0.8, Diaph act CS 1, TNAP act hiacc 1, TNAP inh hiacc 3.0 and Diaph inh CS -4.8.
`Cc1ccccc1N=C1NC(=O)CS1` gave G6PDH CS -3.9, PMI act hi M6P 1, FLuc act counter 1, PMI act 1, TNAP inh no acc -7.6, HMGR II inh -2.0, Diaph act CS 0.9, TNAP act hiacc 1, TNAP inh hiacc -3.3 and Diaph inh CS 12.2.
For CCCCc1nc(SCC(=O)Nc2nnc(CCCC)s2)n[nH]1 the results were G6PDH CS 4.3, PMI act hi M6P 1, FLuc act counter 0.9, PMI act 1, TNAP inh no acc -55.6, HMGR II inh -0.2, Diaph act CS 1, TNAP act hiacc 1, TNAP inh hiacc -2.7 and Diaph inh CS 1.4.
`CCCOc1ccc(NC(=O)CC2C(=O)N(C)C(=S)N2Cc2ccc3c(c2)OCO3)cc1` (stereo unspecified) gave G6PDH CS 3.0, PMI act hi M6P 1, FLuc act counter 1.1, PMI act 0.9, TNAP inh no acc -14.2, HMGR II inh -0.7, Diaph act CS 0.8, TNAP act hiacc 1, TNAP inh hiacc -0.1 and Diaph inh CS 17.5.
For COc1cccc(/C=C/C(=O)OCC(=O)NCC2CCCO2)c1OC (stereo unspecified) the results were G6PDH CS 10.3, PMI act hi M6P 0.9, FLuc act counter 1, PMI act 0.9, TNAP inh no acc 7.0, HMGR II inh -4.6, Diaph act CS 1, TNAP act hiacc 1, TNAP inh hiacc -0.5 and Diaph inh CS -2.0.
For CCC(=O)Nc1c(S(=O)(=O)c2ccc(C)cc2)c2nc3ccccc3nc2n1C(C)c1ccccc1 (stereo unspecified) the results were G6PDH CS -2.1, PMI act hi M6P 0.8, FLuc act counter 1.1, PMI act 0.8, TNAP inh no acc -19.6, HMGR II inh -1.1, Diaph act CS 0.7, TNAP act hiacc 1, TNAP inh hiacc -4.5 and Diaph inh CS 27.3.
NC(=O)CSc1nc2ccccc2c(=O)n1Cc1ccco1 was read as G6PDH CS 1.6, PMI act hi M6P 1, FLuc act counter 1, PMI act 1, TNAP inh no acc -11.1, HMGR II inh -4.6, Diaph act CS 0.9, TNAP act hiacc 1, TNAP inh hiacc -2.3 and Diaph inh CS 11.3.
`CN(C)c1ccc(/C=N/NC(=O)C2CC2c2ccccc2)cc1` (stereo unspecified) gave G6PDH CS 15.9, PMI act hi M6P 0.8, FLuc act counter 1, PMI act 0.8, TNAP inh no acc -1.1, HMGR II inh -1.2, Diaph act CS 0.8, TNAP act hiacc 1, TNAP inh hiacc -1.2 and Diaph inh CS 18.1.
`CCCc1nn(-c2ccccc2)c2c1C(c1cccs1)C(C#N)=C(N)O2` (stereo unspecified) gave G6PDH CS 10.4, PMI act hi M6P 0.9, FLuc act counter 1, PMI act 1, TNAP inh no acc -7.8, HMGR II inh -4.9, Diaph act CS 0.8, TNAP act hiacc 1, TNAP inh hiacc -1.3 and Diaph inh CS 19.3.
For CC(C)(C)c1nnc2sc(SCC(=O)c3ccccc3)nn2c1=O the results were G6PDH CS -3.1, PMI act hi M6P 0.9, FLuc act counter 1.1, PMI act 0.9, TNAP inh no acc -19.2, HMGR II inh 0.6, Diaph act CS 0.8, TNAP act hiacc 1, TNAP inh hiacc 3.3 and Diaph inh CS 16.0.
`OC(CNC1CCCc2ccccc21)COc1c(Cl)cccc1Cl` (stereo unspecified) gave G6PDH CS -2.2, PMI act hi M6P 1, FLuc act counter 1, PMI act 1, TNAP inh no acc -6.4, HMGR II inh 2.2, Diaph act CS 1, TNAP act hiacc 1, TNAP inh hiacc -3.0 and Diaph inh CS 4.6.
Screening CCOC(=O)C(NC(C)=O)(Nc1ccc(S(N)(=O)=O)cc1)C(F)(F)F (stereo unspecified) returned G6PDH CS 14.3, PMI act hi M6P 1, FLuc act counter 1, PMI act 1, TNAP inh no acc -6.2, HMGR II inh -0.7, Diaph act CS 0.9, TNAP act hiacc 1, TNAP inh hiacc -0.7 and Diaph inh CS 9.1.
For Cc1ccc(NC(=O)CN2C(=O)S/C(=C/c3ccc(O)c([N+](=O)[O-])c3)C2=O)cc1C the results were G6PDH CS 13.2, PMI act hi M6P 1, FLuc act counter 1, PMI act 1, TNAP inh no acc 6.7, HMGR II inh -1.8, Diaph act CS 0.1, TNAP act hiacc 0.9, TNAP inh hiacc 12.9 and Diaph inh CS 92.2*.
`O=C(Nc1ccccc1C(F)(F)F)c1ccccc1Br` gave G6PDH CS -0.5, PMI act hi M6P 1, FLuc act counter 1, PMI act 1.1, TNAP inh no acc -3.2, HMGR II inh -1.7, Diaph act CS 0.9, TNAP act hiacc 1, TNAP inh hiacc 0.3 and Diaph inh CS 8.1.
`COC(=O)/C(=C1\Oc2ccc(C(C)(C)C)cc2S1)C(F)(F)F` gave G6PDH CS 15.2, PMI act hi M6P 1, FLuc act counter 0.9, PMI act 1.1, TNAP inh no acc 0.6, HMGR II inh -4.0, Diaph act CS 1, TNAP act hiacc 1.1, TNAP inh hiacc -5.7 and Diaph inh CS -4.6.
For O=S(=O)(NC1CCCC1)c1ccc(S(=O)(=O)N2CCN(c3ccccc3)CC2)cc1 the results were G6PDH CS -3.1, PMI act hi M6P 1.1, FLuc act counter 1.1, PMI act 1.1, TNAP inh no acc -19.1, HMGR II inh -4.2, Diaph act CS 1, TNAP act hiacc 1, TNAP inh hiacc -2.0 and Diaph inh CS 0.8.
COc1ccc(NC(=S)N(CCCN2CCOCC2)Cc2ccccn2)cc1 was read as G6PDH CS 10.4, PMI act hi M6P 1, FLuc act counter 1, PMI act 1.1, TNAP inh no acc -5.6, HMGR II inh -3.2, Diaph act CS 1.1, TNAP act hiacc 1, TNAP inh hiacc -4.2 and Diaph inh CS -8.6.
`O=C(CCC1N=C2c3ccccc3N=C(SCc3ccccc3Cl)N2C1=O)NCc1ccco1` (stereo unspecified) gave G6PDH CS 0.6, PMI act hi M6P 0.8, FLuc act counter 1, PMI act 0.9, TNAP inh no acc -5.1, HMGR II inh -3.9, Diaph act CS 0.7, TNAP act hiacc 1, TNAP inh hiacc 0.4 and Diaph inh CS 29.5.
Screening Cc1nn(Cc2ccccc2Cl)c2sc(C(=O)Nc3ccccc3N3CCOCC3)cc12 returned G6PDH CS 5.8, PMI act hi M6P 1, FLuc act counter 1.1, PMI act 1, TNAP inh no acc 3.5, HMGR II inh 3.8, Diaph act CS 0.9, TNAP act hiacc 1, TNAP inh hiacc -2.7 and Diaph inh CS 12.9.
For CC(C)(C)c1nc(SCC(=O)N2CC(=O)Nc3ccccc32)c2ccccc2n1 the results were G6PDH CS 1.1, PMI act hi M6P 1, FLuc act counter 1, PMI act 1, TNAP inh no acc -16.2, HMGR II inh -3.7, Diaph act CS 0.8, TNAP act hiacc 1.1, TNAP inh hiacc -5.8 and Diaph inh CS 24.4.
`Cc1nn(Cc2cccc(C(=O)N3CCCC(C)C3)c2)c(C)c1[N+](=O)[O-]` (stereo unspecified) gave G6PDH CS 5.6, PMI act hi M6P 0.9, FLuc act counter 1, PMI act 1, TNAP inh no acc -9.6, HMGR II inh -0.1, Diaph act CS 0.9, TNAP act hiacc 1, TNAP inh hiacc -3.6 and Diaph inh CS 9.0.
O=C(O)c1cccc(NC(=O)c2ccc3c(c2)C(=O)N(Cc2ccco2)C3=O)c1 was read as G6PDH CS 20.2, PMI act hi M6P 1, FLuc act counter 0.8, PMI act 1, TNAP inh no acc -8.6, HMGR II inh 3.2, Diaph act CS 0.9, TNAP act hiacc 1, TNAP inh hiacc -3.1 and Diaph inh CS 12.9.
For FC(F)(F)c1cc(-c2cccs2)n[nH]1 the results were G6PDH CS 0.1, PMI act hi M6P 0.9, FLuc act counter 1.1, PMI act 0.9, TNAP inh no acc 71.0*, HMGR II inh 1.1, Diaph act CS 0.7, TNAP act hiacc 1, TNAP inh hiacc -4.7 and Diaph inh CS 26.3.
For COc1ccc(N(CC(=O)Nc2ccc3c(c2)OCO3)S(=O)(=O)c2ccc(C)cc2)cc1OC the results were G6PDH CS 9.8, PMI act hi M6P 1, FLuc act counter 1, PMI act 0.9, TNAP inh no acc -25.3, HMGR II inh -0.1, Diaph act CS 0.8, TNAP act hiacc 1.1, TNAP inh hiacc -5.6 and Diaph inh CS 18.9.
Screening CSCCC(NC(N)=O)C(=O)N(C)CC(=O)Nc1ccc(C)cc1 (stereo unspecified) returned G6PDH CS 3.0, PMI act hi M6P 1, FLuc act counter 1.1, PMI act 1, TNAP inh no acc -12.0, HMGR II inh -1.8, Diaph act CS 0.8, TNAP act hiacc 1, TNAP inh hiacc -1.5 and Diaph inh CS 17.4.
Fc1cccc(Cl)c1CSc1nnc2ccccn12 was read as G6PDH CS -0.5, PMI act hi M6P 1, FLuc act counter 1, PMI act 1.1, TNAP inh no acc -6.2, HMGR II inh 1.0, Diaph act CS 1.1, TNAP act hiacc 1, TNAP inh hiacc -3.5 and Diaph inh CS -8.6.
